Screening results deposited in PubChem BioAssay by several laboratories.
EBNA-1 inh: EBNA-1 DNA-binding inhibitors, primary screen, biochemical, fluorescence polarization | inhibition, % at 14.8 µM | actives 0.34% (n = 300,000) | AID 1950, 2009; in the data active means inhibition above about 28%
MEX-5 binding: MEX-5 zinc finger RNA-binding disruptors – biochemical, C. elegans, fluorescence polarization, MLPCN library, primary screen; MEX-5/FITC-TCR2 RNA binding; stronger effect = lower value; actives 0.38% (n = 300,000); activity score (negative = inhibition of binding), % at 10 µM; AID 1832, 2009;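 active means inhibition past about -25% in most replicates, and total fluorescence under double the plate's negative control median, limit read from the data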;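 further: 0% = DMSO and -100% = 5 µM competing unlabeled TCR2 RNA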
Yeast superoxide: reduction of superoxide in aged yeast, primary screen, HTS; S. cerevisiae aged cells, superoxide DHE fluorescence; stronger effect = lower value; actives 0.18% (n = 330,000); superoxide response (% of plate mean), % at 10 µM; AID 2690, 2010;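 active means superoxide response under a set limit, about three screen SD below normal, cut at about 65% in these data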;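 further: yeast aged for seven days with compound at 30 °C before DHE staining; 100% = average MFI of all compound-treated wells on the plate with controls excluded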
Fam108B counter: mouse Fam108B serine hydrolase inhibitors, primary screen, counter-screen for RBBP9 inhibitor project, biochemical, fluorescence polarization. recombinant Fam108B, FP-Rh probe fluorescence polarization. actives 0.33% (n = 300,000). inhibition, % at 9.51 µM. AID 1947, 2009;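 active means inhibition above the screen mean inhibition plus 3 SD, computed separately per campaign, cut at about 18% in these data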;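 further: inhibitors lower polarization as less probe binds the enzyme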
GLD-1 RNA inh: GLD-1/TGE RNA complex disruptors, primary screen, biochemical, fluorescence polarization. Female germline-specific tumor suppressor gld-1 (Caenorhabditis elegans), Q17339. actives 0.44% (n = 320,000). AID 2280, 2010. purified GLD-1 + fluorescein TGE RNA. inhibition, % at 5.96 µM;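 active means percent inhibition above a per-plate cutoff, the plate mean of test compounds plus 3 SD, cut at about 30% in these data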;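 further: 0% = DMSO wells with GLD-1 and probe and 100% = wells lacking GLD-1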
Target sequence (Q17339 whole entry, looked up): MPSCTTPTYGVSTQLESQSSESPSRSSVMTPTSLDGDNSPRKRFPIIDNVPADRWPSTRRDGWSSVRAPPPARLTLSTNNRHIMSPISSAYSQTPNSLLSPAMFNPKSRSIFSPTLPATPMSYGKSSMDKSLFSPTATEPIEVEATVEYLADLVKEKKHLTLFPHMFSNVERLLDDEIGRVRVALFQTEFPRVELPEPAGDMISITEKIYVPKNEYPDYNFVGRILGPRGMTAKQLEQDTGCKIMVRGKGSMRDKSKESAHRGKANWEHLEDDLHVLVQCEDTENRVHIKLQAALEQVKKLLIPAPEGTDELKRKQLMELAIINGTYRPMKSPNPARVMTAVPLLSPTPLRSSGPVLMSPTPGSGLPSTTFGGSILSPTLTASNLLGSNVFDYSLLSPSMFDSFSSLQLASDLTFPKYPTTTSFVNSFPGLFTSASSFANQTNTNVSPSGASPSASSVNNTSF
BCLXL inh: inhibitors of human Bcl-xL, primary screen, biochemical, fluorescence polarization, HTS; Bcl-2-like protein 1 (Homo sapiens), Q07817; GST-Bcl-xL / FITC-Bim BH3 peptide fluorescence polarization; inhibition, % at 10.9 µM; actives 0.7% (n = 320,000);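 active means inhibition above the mean of all tested compounds plus 3 SD, cutoff set per campaign, cut at about 30% in these data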;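 further: 0% = DMSO wells and 100% = unlabeled Bim-BH3 peptide competitor; inhibitors lower millipolarization by displacing the labeled peptide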
Target sequence (Q07817 whole entry, looked up): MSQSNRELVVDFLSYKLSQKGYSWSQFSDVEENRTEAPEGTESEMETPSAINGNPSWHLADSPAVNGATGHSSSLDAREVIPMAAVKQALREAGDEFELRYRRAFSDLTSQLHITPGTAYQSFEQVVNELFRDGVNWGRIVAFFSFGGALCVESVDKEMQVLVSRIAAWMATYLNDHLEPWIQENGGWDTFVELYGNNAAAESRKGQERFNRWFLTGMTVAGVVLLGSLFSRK
ZTA DNA inh: counter-screen for EBNA-1 inhibitors: inhibitors of Epstein-Barr virus ZTA; AID 2234; actives 0.15% (n = 320,000); P03206; inhibition, % at 11 µM; ZTA-DNA binding, fluorescence polarization; in the data active means inhibition above about 33%
Efflux pump mplx: inhibitors of Candida efflux pumps in yeast, primary screen, S. cerevisiae, Nile Red, multiplex; inhibition, % at 10 µM; S. cerevisiae Candida pump triplex; actives 0.44% (n = 330,000); AID 485275, 2010;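 active means plate passing quality check with inhibition over a set limit, or well fluorescence over plate mean plus 4 SD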;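 further: Nile Red retained in pooled yeast measured as flow cytometry median fluorescence; 0% = buffer negative control and 100% = Enniatin B positive control; higher means more Nile Red kept so more efflux inhibition; some compounds called inactive have numbers as strong as hits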
MCL1 BIM primary: inhibitors of MCL1 binding to BIM-BH3, primary screen, biochemical, fluorescence polarization | AID 2057, 2009 | actives 0.68% (n = 320,000) | Induced myeloid leukemia cell differentiation protein Mcl-1 (Homo sapiens), Q07820 | inhibition, % at 10.9 µM | GST-MCL1 / FITC-Bim-BH3 fluorescence polarization;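 active means inhibition above the mean inhibition of all tested compounds plus 3 SD, set per campaign, cut at about 40% in these data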;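 further: 0% = DMSO wells and 100% = unlabeled Bim-BH3 peptide control; higher means more loss of mP so more displacement of Bim peptide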
Target sequence (Q07820 whole entry, looked up): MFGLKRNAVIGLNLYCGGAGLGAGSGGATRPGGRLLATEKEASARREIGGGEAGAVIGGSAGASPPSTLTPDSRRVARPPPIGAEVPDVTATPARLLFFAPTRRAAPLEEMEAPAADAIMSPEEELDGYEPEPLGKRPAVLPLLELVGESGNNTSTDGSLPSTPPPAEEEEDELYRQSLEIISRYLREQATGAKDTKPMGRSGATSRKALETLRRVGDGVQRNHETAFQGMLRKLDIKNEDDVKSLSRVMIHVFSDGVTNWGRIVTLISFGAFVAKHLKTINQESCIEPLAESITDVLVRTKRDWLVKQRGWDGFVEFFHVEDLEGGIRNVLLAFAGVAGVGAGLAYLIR
* marks the source's active call; other numbers are inactive results.

Screening CCCN1C2CCCC1CC(NC(=S)Nc1cc(C)ccc1C)C2 (stereo not given) returned EBNA-1 inh -2, MEX-5 binding 0.8, Yeast superoxide 102, Fam108B counter 3, GLD-1 RNA inh -1, BCLXL inh 1, ZTA DNA inh 8, Efflux pump mplx 0.1 and MCL1 BIM primary 1.
For Cc1cc(C)cc(NC(=O)c2cccn2-c2ncc(C(F)(F)F)cc2Cl)c1 the results were EBNA-1 inh -7, MEX-5 binding 1.1, Yeast superoxide 97, Fam108B counter -2, GLD-1 RNA inh 7, BCLXL inh 1, ZTA DNA inh -18, Efflux pump mplx 0.2 and MCL1 BIM primary -2.
Screening CC(C)Cn1c(N)c(C(=O)COC(=O)c2cc(C(F)(F)F)nc3c(C(F)(F)F)cccc23)c(=O)n(C)c1=O returned EBNA-1 inh -3, MEX-5 binding 1.0, Yeast superoxide 104, Fam108B counter -3, GLD-1 RNA inh 0, BCLXL inh 8, ZTA DNA inh 8, Efflux pump mplx -0.2 and MCL1 BIM primary 1.
`COC(=O)c1onc(-c2c(C)cc(C)cc2C)c1C(=O)OC` gave EBNA-1 inh -1, MEX-5 binding -1.1, Yeast superoxide 81, Fam108B counter -3, GLD-1 RNA inh -3, BCLXL inh 4, ZTA DNA inh 2, Efflux pump mplx 0.1 and MCL1 BIM primary 6.
`COc1ccc2cc3cc(C(=O)Nc4cc(OC)c(OC)c(OC)c4)oc3nc2c1` gave EBNA-1 inh 11, MEX-5 binding 2.7, Yeast superoxide 101, Fam108B counter 2, GLD-1 RNA inh 1, BCLXL inh 4, ZTA DNA inh 17, Efflux pump mplx -0.2 and MCL1 BIM primary 2.
COc1ccc(C(CCN(Cc2ccc(OC)c(OC)c2)C(C)=O)c2ccccc2)cc1 (stereo not given) was read as EBNA-1 inh 11, MEX-5 binding -0.7, Yeast superoxide 117, Fam108B counter 4, GLD-1 RNA inh -4, BCLXL inh 3, ZTA DNA inh 1, Efflux pump mplx 0.1 and MCL1 BIM primary 0.
For CCCCN(C)C(=O)c1nc2ccccn2c1CN1CCN(C/C=C/c2ccccc2)CC1 the results were EBNA-1 inh 7, MEX-5 binding 0.0, Yeast superoxide 106, Fam108B counter 0, GLD-1 RNA inh 1, BCLXL inh 6, ZTA DNA inh 4, Efflux pump mplx 0.1 and MCL1 BIM primary 11.
COc1ccc(OC)c(S(=O)(=O)N2CCC(C(=O)N3CCCCCC3)CC2)c1 was read as EBNA-1 inh -5, MEX-5 binding -0.4, Yeast superoxide 108, Fam108B counter 0, GLD-1 RNA inh 4, BCLXL inh -1, ZTA DNA inh 9, Efflux pump mplx 0.1 and MCL1 BIM primary -4.
Screening COCCNC(=O)C(NC(=O)C1CCC(C)CC1)C(C)C (stereo not given) returned EBNA-1 inh -6, MEX-5 binding 3.6, Yeast superoxide 97, Fam108B counter -1, GLD-1 RNA inh -3, BCLXL inh -3, ZTA DNA inh 4, Efflux pump mplx 0.1 and MCL1 BIM primary -4.
O=C(CSc1nnc(NC(=O)c2cccc(Br)c2)s1)NCC1CCCO1 (stereo not given) was read as EBNA-1 inh -6, MEX-5 binding -1.2, Yeast superoxide 87, Fam108B counter 5, GLD-1 RNA inh 0, BCLXL inh 3, ZTA DNA inh 1, Efflux pump mplx 0.1 and MCL1 BIM primary 0.
For COc1ccc(C(=O)Nc2ccc(NC(=O)c3cccs3)cn2)cc1 the results were EBNA-1 inh 15, MEX-5 binding -0.8, Yeast superoxide 86, Fam108B counter -7, GLD-1 RNA inh 4, BCLXL inh 0, ZTA DNA inh 15, Efflux pump mplx 0.4 and MCL1 BIM primary -14.
Screening Cc1cc(-c2ccccc2)nc2cc(C(=O)N(Cc3ccccc3)Cc3ccccc3)nn12 returned EBNA-1 inh 1, MEX-5 binding -2.9, Yeast superoxide 101, Fam108B counter -7, GLD-1 RNA inh 0, BCLXL inh 1, ZTA DNA inh 10, Efflux pump mplx 0.0 and MCL1 BIM primary 3.

Two compounds drawn at random from those above, as already listed:
COc1ccc(C(CCN(Cc2ccc(OC)c(OC)c2)C(C)=O)c2ccccc2)cc1 (stereo not given) was read as EBNA-1 inh 11, MEX-5 binding -0.7, Yeast superoxide 117, Fam108B counter 4, GLD-1 RNA inh -4, BCLXL inh 3, ZTA DNA inh 1, Efflux pump mplx 0.1 and MCL1 BIM primary 0.
For CCCCN(C)C(=O)c1nc2ccccn2c1CN1CCN(C/C=C/c2ccccc2)CC1 the results were EBNA-1 inh 7, MEX-5 binding 0.0, Yeast superoxide 106, Fam108B counter 0, GLD-1 RNA inh 1, BCLXL inh 6, ZTA DNA inh 4, Efflux pump mplx 0.1 and MCL1 BIM primary 11.

Back to the main list, starting 2 compounds before the break.
For COc1ccc(C(=O)Nc2ccc(NC(=O)c3cccs3)cn2)cc1 the results were EBNA-1 inh 15, MEX-5 binding -0.8, Yeast superoxide 86, Fam108B counter -7, GLD-1 RNA inh 4, BCLXL inh 0, ZTA DNA inh 15, Efflux pump mplx 0.4 and MCL1 BIM primary -14.
Screening Cc1cc(-c2ccccc2)nc2cc(C(=O)N(Cc3ccccc3)Cc3ccccc3)nn12 returned EBNA-1 inh 1, MEX-5 binding -2.9, Yeast superoxide 101, Fam108B counter -7, GLD-1 RNA inh 0, BCLXL inh 1, ZTA DNA inh 10, Efflux pump mplx 0.0 and MCL1 BIM primary 3.
Screening Cn1c(N)c(N2CCCCC2)c(=O)n(CC(=O)Nc2ccc(Cl)c(Cl)c2)c1=O returned EBNA-1 inh -14, MEX-5 binding -0.6, Yeast superoxide 99, Fam108B counter 1, GLD-1 RNA inh 8, BCLXL inh 2, ZTA DNA inh -16, Efflux pump mplx -0.1 and MCL1 BIM primary -1.
`O=C(CNC(=O)c1cccs1)c1ccc(Br)cc1` gave EBNA-1 inh 3, MEX-5 binding 1.4, Yeast superoxide 92, Fam108B counter -8, GLD-1 RNA inh 1, BCLXL inh 6, ZTA DNA inh 0, Efflux pump mplx 0.2 and MCL1 BIM primary -2.
O=C(Nc1ccc(C(=O)OC[C@@H]2CCCN3CCCC[C@H]23)cc1)c1cccc(Br)c1 was read as EBNA-1 inh -10, MEX-5 binding -1.8, Yeast superoxide 119, Fam108B counter -6, GLD-1 RNA inh -1, BCLXL inh 4, ZTA DNA inh -16, Efflux pump mplx 0.4 and MCL1 BIM primary 6.
Cc1c(C(=O)O)sc2nc3n(c(=O)c12)CCCCC3 was read as EBNA-1 inh 17, MEX-5 binding -1.3, Yeast superoxide 100, Fam108B counter -2, GLD-1 RNA inh 3, BCLXL inh 2, ZTA DNA inh 17, Efflux pump mplx 0.0 and MCL1 BIM primary -2.
COc1ccc(C(=O)Nc2cccc(C(C)=O)c2)c(OC)c1OC was read as EBNA-1 inh -4, MEX-5 binding -3.2, Yeast superoxide 93, Fam108B counter 0, GLD-1 RNA inh 8, BCLXL inh 3, ZTA DNA inh 12, Efflux pump mplx 0.0 and MCL1 BIM primary 0.
CN(CC1COCCO1)C(=O)c1cc(COc2c(F)cccc2F)on1 (stereo not given) was read as EBNA-1 inh 3, MEX-5 binding -2.1, Yeast superoxide 100, Fam108B counter -4, GLD-1 RNA inh 0, BCLXL inh 5, ZTA DNA inh 8, Efflux pump mplx -0.1 and MCL1 BIM primary 5.
Screening O=c1ccccn1CCOc1ccc(Cl)cc1 returned EBNA-1 inh -2, MEX-5 binding 0.1, Yeast superoxide 117, Fam108B counter -3, GLD-1 RNA inh -6, BCLXL inh 1, ZTA DNA inh -3, Efflux pump mplx 0.2 and MCL1 BIM primary 0.
For COc1ccccc1OCCOc1ccc(/C=C2\C(=N)N3N=C(C)SC3=NC2=O)cc1 the results were EBNA-1 inh -10, MEX-5 binding 1.0, Yeast superoxide 100, Fam108B counter -1, GLD-1 RNA inh 9, BCLXL inh 3, ZTA DNA inh 8, Efflux pump mplx 0.1 and MCL1 BIM primary 3.
Screening Nc1nnc(SCC(=O)NCCOc2ccccc2)s1 returned EBNA-1 inh -5, MEX-5 binding 0.8, Yeast superoxide 100, Fam108B counter -4, GLD-1 RNA inh 0, BCLXL inh 0, ZTA DNA inh -3, Efflux pump mplx 0.2 and MCL1 BIM primary 0.
For Cc1ccc(S(=O)(=O)NCC2COc3ccccc3O2)cc1 (stereo not given) the results were EBNA-1 inh -10, MEX-5 binding -3.2, Yeast superoxide 118, Fam108B counter 2, GLD-1 RNA inh 2, BCLXL inh 3, ZTA DNA inh -11, Efflux pump mplx 0.0 and MCL1 BIM primary 11.
O=C(CSc1nnc(-c2ccccc2F)o1)Nc1ccc(N2CCOCC2)cc1 was read as Yeast superoxide 93, GLD-1 RNA inh -2, BCLXL inh -2, ZTA DNA inh 11, Efflux pump mplx 0.1 and MCL1 BIM primary -3.
`COc1ccc(S(=O)(=O)c2c(O)cc(C)c(NS(=O)(=O)c3ccccc3)c2C)cc1` gave EBNA-1 inh -7, MEX-5 binding 0.4, Yeast superoxide 113, Fam108B counter -5, GLD-1 RNA inh -1, BCLXL inh 7, ZTA DNA inh 1, Efflux pump mplx 0.1 and MCL1 BIM primary 8.
Brc1ccc(-c2nn3c(Cc4ccccc4)nnc3s2)o1 was read as EBNA-1 inh -5, MEX-5 binding -1.3, Yeast superoxide 97, Fam108B counter 1, GLD-1 RNA inh -4, BCLXL inh 4, ZTA DNA inh 13, Efflux pump mplx 0.1 and MCL1 BIM primary 0.
Screening CCCNC(=O)Cn1cnc2sc(C(=O)N3CCCC(C(=O)OCC)C3)c(C)c2c1=O (stereo not given) returned EBNA-1 inh 10, MEX-5 binding -3.3, Yeast superoxide 108, Fam108B counter 4, GLD-1 RNA inh 2, BCLXL inh 7, ZTA DNA inh -3, Efflux pump mplx -0.2 and MCL1 BIM primary 2.
Screening CCOc1ccc(C2=Nc3ccc(Br)cc3C(c3ccc(N4CCOCC4)cc3)=NN2)cc1 returned EBNA-1 inh -15, MEX-5 binding 1.4, Yeast superoxide 92, Fam108B counter -5, GLD-1 RNA inh 3, BCLXL inh 0, ZTA DNA inh 6, Efflux pump mplx 0.9 and MCL1 BIM primary 1.
`CSc1c(CC(=O)Nc2ccccc2)n(Cc2ccccc2)c2ccccc12` gave EBNA-1 inh -3, MEX-5 binding 0.3, Yeast superoxide 102, Fam108B counter -6, GLD-1 RNA inh 7, BCLXL inh 6, ZTA DNA inh 2, Efflux pump mplx 0.0 and MCL1 BIM primary -1.
COc1ccc(NC(=O)NNC(=O)c2ccc3ccccc3c2O)c(OC)c1 was read as EBNA-1 inh 1, MEX-5 binding -0.5, Yeast superoxide 106, Fam108B counter 2, GLD-1 RNA inh 1, BCLXL inh 2, ZTA DNA inh 6, Efflux pump mplx -0.5 and MCL1 BIM primary 5.
Screening CCC(C)NC(=O)c1ccccc1NC(=O)CN(c1cc(C)ccc1OC)S(C)(=O)=O (stereo not given) returned EBNA-1 inh -4, MEX-5 binding -1.8, Yeast superoxide 102, Fam108B counter -2, GLD-1 RNA inh 5, BCLXL inh -2, ZTA DNA inh -7, Efflux pump mplx -0.1 and MCL1 BIM primary -7.
CCc1ccc(N(CC(=O)NCc2ccc(F)cc2)C(=O)c2csnn2)cc1 was read as EBNA-1 inh -9, MEX-5 binding -1.5, Yeast superoxide 101, Fam108B counter -6, GLD-1 RNA inh -4, BCLXL inh -3, ZTA DNA inh 15, Efflux pump mplx 0.1 and MCL1 BIM primary 0.
